Screening results: PubChem BioAssay, several laboratories
PriA SSB inh – inhibitors of Klebsiella pneumoniae PriA binding to SSB C-terminal tail; AlphaScreen SSBct-PriA binding, biotinylated peptide; inhibition, % at 33 µM; 0.6% of 430,000 active; in the data active = inhibition mostly above about 37%, no sharp cut-off; inactive = mostly below about 20%;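 also: plate controls were negative control peptide for no effect and reference peptide for full effect; strong numbers were not always called active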
DUSP3 inh – DUSP3 (human) phosphatase inhibition; P51452; inhibition, % at 13.3 µM; recombinant VHR phosphatase, pNPP absorbance; 0.52% of 290,000 active; in the data active = inhibition above about 50%; also: some compounds called inactive have numbers as strong as hits
MazF activator – MazEF (E. coli) toxin RNase activation | P0AE70 | FAM/BHQ RNA-DNA oligo cleavage fluorescence, 5 h | activation, % at 20 µM | 0.32% of 350,000 active | AID 504720; in the data active = activation above about 50%
Target sequence (P0AE70 whole entry, looked up): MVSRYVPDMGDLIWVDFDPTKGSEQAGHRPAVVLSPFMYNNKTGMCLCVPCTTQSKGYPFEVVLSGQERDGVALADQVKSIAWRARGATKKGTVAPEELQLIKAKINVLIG
BioA inh – BioA (M. tuberculosis) enzyme inhibition; inhibition, % at 9.99 µM; 0.096% of 360,000 active; AID 602481; purified M. tuberculosis BioA enzyme, plate reader; in the data active = inhibition above about 40%
UGM FP inh – Mtb UDP-galactopyranose mutase inhibition. purified UGM, fluorescence polarization probe displacement. P9WIQ1. AID 504406. inhibition, % at 10 µM. 0.06% of 320,000 active; in the data active = inhibition above about 10%, passing the limit was not always enough
Target sequence (P9WIQ1 whole entry, looked up): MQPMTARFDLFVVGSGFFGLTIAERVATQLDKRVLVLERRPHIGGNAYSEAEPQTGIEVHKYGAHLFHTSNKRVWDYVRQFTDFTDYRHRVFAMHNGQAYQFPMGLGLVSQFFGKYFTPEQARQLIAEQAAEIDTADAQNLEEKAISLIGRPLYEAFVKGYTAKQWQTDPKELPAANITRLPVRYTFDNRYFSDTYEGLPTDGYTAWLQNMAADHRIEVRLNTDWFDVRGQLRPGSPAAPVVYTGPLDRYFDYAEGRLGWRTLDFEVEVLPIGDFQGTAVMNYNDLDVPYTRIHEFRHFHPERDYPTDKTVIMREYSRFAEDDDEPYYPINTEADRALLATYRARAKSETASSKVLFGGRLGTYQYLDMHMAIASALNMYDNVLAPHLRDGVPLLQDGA
Rv3671c protease – Rv3671c (M. tuberculosis) protease inhibition; P9WHR9; inhibition, % at 5.96 µM; AID 2606; 0.048% of 320,000 active; in the data active = inhibition above about 38%;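 also: extracellular domain of Rv3671c used as enzyme; 0% = enzyme with DMSO and 100% = no enzyme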
Target sequence (P9WHR9 whole entry, looked up, the tested form may be a part): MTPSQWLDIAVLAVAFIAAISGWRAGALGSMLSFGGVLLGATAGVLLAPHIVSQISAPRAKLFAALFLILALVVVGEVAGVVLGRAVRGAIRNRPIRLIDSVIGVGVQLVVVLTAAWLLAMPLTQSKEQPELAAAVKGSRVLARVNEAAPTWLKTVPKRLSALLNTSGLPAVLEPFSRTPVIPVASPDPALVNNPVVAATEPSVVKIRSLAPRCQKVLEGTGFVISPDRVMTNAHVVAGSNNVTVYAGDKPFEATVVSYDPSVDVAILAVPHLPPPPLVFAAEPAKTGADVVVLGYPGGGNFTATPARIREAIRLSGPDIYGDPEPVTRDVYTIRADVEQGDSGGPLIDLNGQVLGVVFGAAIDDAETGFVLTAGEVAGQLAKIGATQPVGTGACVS
GDH-TPI inh – inhibits GDH-TPI coupling enzymes, artifact for Mtb FBA screen; GDH-TPI coupled enzyme counterscreen, NADH absorbance; inhibition, % at 4.8 µM; 1.2% of 360,000 active; in the data active = inhibition above about 30%;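 also: 0% = DMSO wells and 100% = wells lacking the enzyme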
Mtb FBA inh – inhibits M. tuberculosis FBA enzyme; 2.3% of 360,000 active; AID 588726; P9WQA3; inhibition, % at 1 µM; purified M. tuberculosis FBA, fluorescence read-out; in the data active = inhibition above about 27%;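 also: 0% = vehicle and 100% = reference inhibitor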
BH1578 lux ind – induces V. cholerae light production without autoinducers; V. cholerae BH1578 lux reporter, luminescence, 6 h; activation, % at 18.7 µM; 0.16% of 350,000 active; AID 588436; in the data active = activation mostly above about 9.7%, no sharp cut-off; also: not every result past the cut was called active; inactives centre near 0; reference of the scale not given here
3CLpro inhibitor – SARS-CoV 3CLpro protease inhibition. P0C6X7. recombinant SARS-CoV 3CLpro, quenched FRET peptide cleavage. inhibition, % at 6 µM. 0.14% of 290,000 active. AID 1706; in the data active = inhibition above about 12%
* marks the source's active call; other numbers are inactive results; i = inactive; . = not tested or not shown; & = joins results of further samples.

#	mol	Rv3671c protease	UGM FP inh	GDH-TPI inh	Mtb FBA inh	DUSP3 inh	MazF activator	3CLpro inhibitor	BH1578 lux ind	BioA inh	PriA SSB inh
1	COCCN(C(=O)C1=COCCO1)c1c(N)n(Cc2ccccc2)c(=O)[nH]c1=O	-3	-1.6	2	1	23	-3	-3	i	0.3	3
2	COCCn1c(SCCN2CCCCC2)nc2ccccc2c1=O	2	-3.6	10	-1	4	11	2	-0.4	1.1	-15
3	CCOCCCn1c(=S)[nH]c2cc3c(cc2c1=O)OCO3	-8	-1.9	12	-1	6	9	2	-0.3	.	-6
4	CCC(=O)Nc1sc2c(c1C#N)CC(C)(C)NC2(C)C	2	-2.2	-8	0	42	2	-9	i	-1.0	-25
5	C[C@H](NC(=O)c1nc[nH]c1C(=O)N1CCN(C(=O)OC(C)(C)C)CC1)c1ccccc1	-2	4.0	2	1	.	6	.	-0.4	-3.5	-4
6	CC(=O)C1=C(C)NC(=O)NC1c1ccc2c(c1)OCO2 (centres undefined)	6	-3.5	2	3	40	-12	6	i	.	1
7	O=S(=O)(c1ccc(Cl)cc1)N1CCN(Cc2cccnc2)CC1	9	-1.6	-4	-2	8	10	2	i	.	1&-8
8	COc1ccccc1C(=O)NC(=O)COC(=O)c1cccc(NC(C)=O)c1	-6	1.7	3	-2	12	5	-6	-0.1	8.7	-8
9	O=C1NC[C@H](Cc2ccc(O)cc2)N(CCc2cccc3ccccc23)C1=O	2	-0.3	5	1	-5	4	.	-0.6	25	0
10	Cc1nc2c(-c3ccc(F)cc3)c(C)nn2c(C)c1CCC(=O)N1CCN(c2ccc(F)cc2)CC1	6	-1.7	12	0	17	12	0	.	1.2	-10
11	COc1ccc(Br)c(Cn2c(C)c(C(=O)NCc3ccc(F)cc3)sc2=O)c1	.	.	16	3	.	.	.	-0.4	-2.4	.
12	CCO[C@@H]1OC(C(=O)NCc2ccccc2)=C[C@H](c2csc3ccccc23)[C@H]1CCCO	-3	0.1	4	4	18	5	4	-1.0	-2.5	1
13	CCc1ccc(N(CC(=O)O)S(=O)(=O)c2c(C)noc2C)cc1	-4	-1.7	1	5	28	2	1	0.6	2.1	9
14	CCc1ccc2nc(N(CCCN(C)C)C(=O)c3ccc(S(=O)(=O)N4CCCC4)cc3)sc2c1	-1	-4.3	9	2	14	20	6	.	-0.2	12&-6
15	CN(C)S(=O)(=O)c1ccc(Cl)c(NC(=O)COC(=O)/C=C/c2ccco2)c1	-4	0.4	11	0	20	-3	5	i	-4.4	-4
16	C[C@H](NS(=O)(=O)c1ccc2c(c1)OCCCO2)C(=O)N1CCN(c2ccc(F)cc2)CC1	-4	-2.7	0	1	.	2	.	-1.3	3.0	2
17	Cc1nccn1CC(=O)N/N=C/c1ccc(O)c(O)c1	-1	-1.2	.	.	14	.	1	.	.	.
18	OCc1cc(C(O)CNCCCCCCOCCCCc2ccccc2)ccc1O (centres undefined)	-11&8	-1.4&0.1	3	28*	12	21	-3	i	-1.0	0
19	Cn1c([N+](=O)[O-])cnc1COC(N)=O	5	-3.1	10	0	1	5	1	8.5	-0.5	0
20	CCN(CC(=O)NCc1ccccc1Cl)CC(=O)Nc1c(F)cccc1F	-9	2.3	44*	2	-7	-3	4	4.8	0.1	0
21	CCOC(=O)[C@@H]1[C@H]2COc3cc(OC)ccc3[C@H]2N2C(=O)N(c3ccc(C(F)(F)F)cc3)C(=O)[C@@]12C	-7	-0.5	1	1	5	-7	0	0.1	-1.0	7
22	NC(=O)Cc1nc(-c2ccc([N+](=O)[O-])cc2)cs1	-6	0.9	13	-3	-16	4	7	-0.8	.	9&-4
23	CCN(CC)CCN(C(=O)c1ccc2ccccc2c1)c1nc2cc3c(cc2s1)OCO3	3	0.6	7	0	24	-3	1	-0.4	-2.1	30
24	O=C1CCCN1CCCNS(=O)(=O)c1ccc(Cl)c(C(=O)N2CCOCC2)c1	4	3.4	-5	4	20	11	-2	-0.4	-3.0	-4
25	COC(=O)CSc1n[nH]c(-c2cccnc2)n1	-9	-0.2	8	0	1	-1	-1	-7.1	1.1	3
26	Cc1cccc(NC(=O)C[n+]2ccc(N(C)C)cc2)c1	5	-0.8	8	0	22	6	-5	i	-1.0	-10
27	CS(=O)(=O)N1CCN(c2cccc(Cl)n2)CC1	7	-2.2	-11	4	28	1	-2	i	0.3	12
28	CCOc1ccc(CCNC(=O)COn2nnc3ccc(S(=O)(=O)N4CCOCC4)cc32)cc1OCC	1	-0.9	4	3	.	3	.	-0.7	.	2
29	Cc1ccc2[nH]c3nc(NN)nnc3c2c1	.	-0.9	3	0	-1	18	5	-1.5	-0.5	90*
30	C[C@H]1CCCCO[C@H](CN(C)C(=O)C2CCCCC2)[C@@H](C)CN([C@@H](C)CO)C(=O)c2cc(NC(=O)NC3CCCCC3)ccc2O1	.	.	-9	4	.	6	.	0.0	-6.8&-0.6	.

The last 4 records of the section before lead into the next:
#	mol	Rv3671c protease	UGM FP inh	GDH-TPI inh	Mtb FBA inh	DUSP3 inh	MazF activator	3CLpro inhibitor	BH1578 lux ind	BioA inh	PriA SSB inh
27	CS(=O)(=O)N1CCN(c2cccc(Cl)n2)CC1	7	-2.2	-11	4	28	1	-2	i	0.3	12
28	CCOc1ccc(CCNC(=O)COn2nnc3ccc(S(=O)(=O)N4CCOCC4)cc32)cc1OCC	1	-0.9	4	3	.	3	.	-0.7	.	2
29	Cc1ccc2[nH]c3nc(NN)nnc3c2c1	.	-0.9	3	0	-1	18	5	-1.5	-0.5	90*
30	C[C@H]1CCCCO[C@H](CN(C)C(=O)C2CCCCC2)[C@@H](C)CN([C@@H](C)CO)C(=O)c2cc(NC(=O)NC3CCCCC3)ccc2O1	.	.	-9	4	.	6	.	0.0	-6.8&-0.6	.
31	CC(C)(C)C(=O)Cn1ncc(Cl)c(Cl)c1=O	.	.	6	7	15	7	0	-0.3	.	-8
32	CC1CCc2sc3ncn4nc(C(=O)NCc5ccco5)nc4c3c2C1 (centres undefined)	9	0.5	2	3	-6	16	4	-0.3	.	5
33	O=C(COc1ccccc1Cl)NCc1nc(-c2ccccc2)no1	-16	-0.5	6	0	19	-7	-7	i	0.3	-30
34	Cc1ccccc1NC(=O)CCCNC(=O)c1ccc(Cl)cc1	-13	2.1	4	2	12	6	3	i	0.4	-10
35	COC(CNC(=O)c1cccc2c1C(=O)N(Cc1cccnc1)C2)OC	1	-4.4	-3	-3	-8	-5	-1	i	5.0	-2
36	COc1ccc(N(CC(=O)N2CCCCCC2)S(=O)(=O)c2c(C)[nH]c(=O)[nH]c2=O)cc1	6	2.0	15	1	11	0	4	.	0.3	-10
37	O=C1CC(Cc2ccccc2)C(=O)N1c1ncccn1 (centres undefined)	-1	-1.5	-3	-2	39	5	-2	-0.3	-0.7	-10
38	O=C(O)c1cc(-c2cccnc2)nc2ccccc12	0	-0.6	-3	4	19	4	3	i	0.2	0
39	CCSCCOC(=O)C1=C(C)N(C)C(=O)NC1c1ccc2c(c1)OCO2 (centres undefined)	4	1.0	13	0	9	3	6	2.9	1.5	10
40	Cc1cc(S(=O)(=O)N2CCCCCC2)c(Cl)cc1Cl	0	-3.0	-10	5	-21	-4	5	3.3	.	-29&-71
41	CCC(C)NCCOc1ccc(C)cc1[N+](=O)[O-] (centres undefined)	.	.	-1	0	39	-3	-6	1.1	.	-3
42	CN1CCN(S(=O)(=O)c2ccc(NC(=O)c3cccc(S(=O)(=O)N4CCCC4)c3)cc2)CC1	-5	-1.4	1	3	6	2	6	0.7	.	-11
43	COc1ccc(/C=C2/SC(=O)NC2=O)cc1	2	2.9	24	0	30	1	-2	i	.	-1
44	O=C(CCN1C(=O)C2C3C=CC(C3)C2C1=O)NC1CCCc2ccccc21 (centres undefined)	7	1.2	-12	5	2	4	-1	66*	-0.7	6
45	CC(=O)Nc1ccc2c(c1)CCC2=O	-5	-1.7	13	0	12	6	3	1.5	0.6	-5
46	O=S1(=O)CCOC[C@H](c2ccccc2)N1Cc1ccccc1	6	-3.3	8	1	20	6	-4	2.4	-2.7	-45
47	CC(C)c1cc(C(F)(F)F)nc(NNc2nc(C(C)C)cc(C(F)(F)F)n2)n1	.	.	5	-2	.	0	.	-0.1	-0.6	.
48	CCCN(CCC)CCCNC(=O)c1ccc(CS(=O)(=O)c2c(Cl)cccc2Cl)o1	-6	-1.1	-6	2	55*	-7	-3	-0.1	-0.9	-5
49	CC(Sc1nnc(-c2cccnc2)n1N)C(=O)N1CCOCC1 (centres undefined)	10	0.4	-5	-2	.	6	.	0.7	0.2	-9
50	Cc1ccc(C(=O)O/N=C/c2c(C)nn(C)c2Cl)cc1	2	0.3	0	3	-7	-2	-5	-1.5	.	.
51	O=C(N/N=C\C=C\c1ccco1)c1cc(-c2ccc3ccccc3c2)n[nH]1	-9	-2.5	17	-3	-5	10	1	2.0	.	.
52	O=C1NCC(Nc2ccccc2Cl)C(=O)N1 (centres undefined)	.	.	2	5	.	2	.	-1.7	1.3	-7
53	CCNC(=O)C1(C)CCCN(Cc2ccc(-c3ccccn3)cc2)C1 (centres undefined)	.	.	9	-2	.	.	.	i	-1.2	.
54	Cn1c(O)c(C=NC2CCN(Cc3ccccc3)CC2)c(=O)[nH]c1=O	1	-1.5	0	-5	-3	12	2	-0.8	.	-9
55	CN1CCCCCC1=Nc1ccc([N+](=O)[O-])cc1	-6	1.7	15	2	.	4	.	-0.4	-1.3	-2
56	CC1(C(=O)NCc2ccc3c(c2)OCO3)CCN1CCc1ccccc1 (centres undefined)	.	.	-6	-3	.	.	.	-3.3	1.3	.
57	O=C(CN1C(=O)CCSc2ccc(S(=O)(=O)N3CCCC3)cc21)Nc1ccccc1	-5	-1.0	1	-4	18	-3	-1	-0.4	-1.9	2
58	CN1C[C@@H]2[C@@H]3C(=O)N(C)C(=O)[C@@H]3[C@](Cc3ccccc3)(C1=O)N2C(=O)c1ccccc1	.	.	-7	4	.	5	.	0.5	-1.3	-6
59	O=C(COC(=O)c1ccc(O)cc1)Nc1ccccc1	10	0.0	6	4	6	3	2	-5.6	0.5	1
60	CC(=O)Nc1ccc(S(=O)(=O)N(Cc2cccnc2)Cc2cc3ccc(C)cc3[nH]c2=O)cc1	-5	-1.0	13	5	1	6	0	1.1	21	-11
61	CCc1nnc(NC(=O)COc2ccc3ccccc3c2)s1	-23	1.3	-7	1	17	0	-4	-0.2	.	-1
62	COCCN(C(=O)c1cc2c(s1)CCC2)c1c(N)n(CC(C)C)c(=O)[nH]c1=O	-2	2.8	3	0	.	2	.	2.5	-0.5	-15
63	Cc1cc(=O)oc2cc(OCC(=O)NCC3CCCO3)ccc12 (centres undefined)	3	-2.4	4	11	19	2	0	-0.3	.	-2
64	Cc1cc(Cl)ccc1NC(=S)NCCc1ccc(Cl)cc1	-9	-1.4	20	3	-13	-8	-1	-0.4	6.1	-16
65	CC(Cc1cccs1)NC(=O)Nc1ccc([N+](=O)[O-])cc1 (centres undefined)	-7	0.8	19	2	5	2	5	-0.3	.	14
66	C#CCOCCOCCOCCNc1nc(N2CCN(C(=O)[C@H]([C@@H](C)CC)n3cc([C@@H](N)CC(C)C)nn3)CC2)nc(N2CCN(C(=O)[C@H](CCCCN)n3cc([C@@H](N)CC(C)C)nn3)CC2)n1	-2	-3.1	.	.	39	25	9	i	-0.3	-7
67	CCc1ccccc1NC(=O)CN1CCN(C(=O)CNC(=O)c2ccc(-c3ccccc3)cc2)CC1	1	-0.5	-5	1	.	1	.	i	-2.7	-4
68	CCN(CC)C(=O)CSc1nnc(CCCCCNC(=O)OC(C)(C)C)o1	-4	3.1	-8	-1	28	8	-1	-6.2	1.2	-14
69	OC(c1ccc(F)c(F)c1)c1nc(-c2cccc(F)c2)cs1 (centres undefined)	.	.	-4	-1	.	.	.	-0.4	0.2	.
70	O=S1(=O)CCC(NC(=S)SCc2ccccc2Br)C1 (centres undefined)	.	.	1	2	40	-17	8	-0.2	4.3	-15
71	CC1CCCN(c2ccc(C(=O)NCc3cccs3)cn2)C1 (centres undefined)	-2	-1.2	-4	-7	-5	0	3	11	0.1	3

These rows are one share of the data (hit frequency here may not be typical).
